Peg3 prom inh: inhibitors of Peg3 promoter; HeLa PEG-Prom luciferase reporter, luminescence, overnight; inhibition, % at 20 µM; hit rate 1.7% among 360,000; AID 588405;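 active = inhibition of at least 50% at 20 µM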
NR2E3 ag-1: activates human photoreceptor nuclear receptor NR2E3 | Q9Y5X4 | GST-NR2E3/biotin-RetCOR TR-FRET, 1536-well | inhibition of corepressor binding, % at 4.78 µM | hit rate 0.12% among 320,000 | AID 2300;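 active = percent inhibition above the cutoff of mean plus 3 SD of all tested compounds, set per screening campaign, cut at about 20% in these data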;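 note: 0% = DMSO wells and 100% = biotin wells as full block of FRET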
Target sequence (Q9Y5X4 whole entry, looked up): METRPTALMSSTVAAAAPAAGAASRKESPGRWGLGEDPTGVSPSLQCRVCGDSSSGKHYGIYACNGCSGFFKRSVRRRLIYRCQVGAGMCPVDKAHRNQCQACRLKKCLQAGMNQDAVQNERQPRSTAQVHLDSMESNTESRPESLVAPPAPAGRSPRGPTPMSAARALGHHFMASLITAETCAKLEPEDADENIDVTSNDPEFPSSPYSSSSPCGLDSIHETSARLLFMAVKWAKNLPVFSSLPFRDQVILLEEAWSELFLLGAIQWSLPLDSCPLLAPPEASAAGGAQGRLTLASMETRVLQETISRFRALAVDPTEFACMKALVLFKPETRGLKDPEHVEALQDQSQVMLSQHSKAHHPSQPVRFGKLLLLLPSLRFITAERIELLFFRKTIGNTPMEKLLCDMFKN
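system = GST-tagged NR2E3 plus biotinylated RetCOR corepressor | input = 1.35 nM GST-NR2E3 | also added = 7 nM biotin-RetCOR | schedule = 5 h incubation at 4 °C | measured by = TR-FRET with europium anti-GST and streptavidin-D2, 340 nm excitation | read-out = percent loss of FRET ratio relative to control wells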
HIF-2a inh: blocks HIF-2a reporter activity; 786-0 RCC cells HIF-2a reporter, luciferase luminescence, overnight; inhibition, % at 18.8 µM; hit rate 0.72% among 360,000; AID 624352;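 active = inhibition of the luminescence signal of 40% or more relative to plate controls, in a single-dose primary screen at 18.75 µM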
HTR2A ag: activates the mouse 5-HT2A serotonin receptor. CHO-K1 mHTR2A beta-arrestin complementation, luminescence; percent of 30 µM serotonin response. activation, % at 7.6 µM. hit rate 0.66% among 360,000;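 active = activation above a run cutoff, the mean activation of all tested compounds plus 3 SD, cut at about 14% in these data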;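 note: 0% = plate median of compound wells and 100% = 30 µM serotonin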
TRPM1 prom inh: MITF TRPM1 promoter inhibition in SK-MEL-5 cells; AID 488899; hit rate 0.83% among 330,000; SK-MEL-5 TRPM1 promoter luciferase, 24 h; inhibition, % at 12.5 µM;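 active = mean inhibition across replicates of 60% or more, whatever share of single replicates reaches that level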; note: values of inactives mirror those of a sister screen read the other way
hiPSC survival: hiPSC single-cell survival enhancement; survival enhancement, % at 20 µM; hit rate 0.044% among 360,000; ATPlite luminescence; 100% = ROCK inhibitor wells, 0% = DMSO; AID 602274; in the data active = survival enhancement above about 18%;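 note: cells exposed to compounds for 16 hours before the ATP read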
CaV13 ICDI inh: Primary screen for inhibitors of IQ motif and Ca2+-dependent inactivation inhibitor domain binding in CACNA1D, Förster resonance energy transfer in living cells, …; HEK cells, CFP/YFP FRET ICDI-IQ, plate reader, 10 min; percent FRET-ratio fall versus neutral wells; inhibition, % at 12.3 µM; hit rate 0.098% among 340,000;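 active = mean replicate inhibition of at least 30% and at least 1% of replicates passing that level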;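 note: 0% = median of the neutral control wells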
Shn3 3UTR inh: Schnurri-3 reporter inhibition in Clone20 osteoblasts; Clone20 osteoblast Shn3 3'UTR firefly luciferase, 24 h; inhibition, % at 12.5 µM; hit rate 0.52% among 360,000; AID 588674;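 active = mean inhibition of at least 75% with every replicate also reaching 75%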;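 note: 0% = median of neutral control wells and 100% = pilot-screen positive control compound; some compounds past the cut are filed as inactive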
Cardio protect: myocardial damage modulation in H9c2 cells; hit rate 0.63% among 360,000; H9c2 cardiomyocytes, H2O2 injury protection, ATPLite, 2 h; protection from H2O2 cell death, % at 20 µM;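 active = compounds giving at least 50% protection of heart cells from peroxide-induced death in the single-dose screen, raw or plate-pattern-corrected value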;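 note: 0% = DMSO wells with peroxide and 100% = DMSO wells without peroxide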
PDI inh: PDI (human) enzyme inhibition; P07237; PDI insulin aggregation turbidity, A650, 90 min; inhibition, % at 10 µM; hit rate 0.052% among 350,000; AID 588391;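 active = mean inhibition across replicates of 30% or more, whatever share of single replicates reach that level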;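 note: absorbance from insulin aggregation driven by PDI reduction with DTT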
Target sequence (P07237 whole entry, looked up): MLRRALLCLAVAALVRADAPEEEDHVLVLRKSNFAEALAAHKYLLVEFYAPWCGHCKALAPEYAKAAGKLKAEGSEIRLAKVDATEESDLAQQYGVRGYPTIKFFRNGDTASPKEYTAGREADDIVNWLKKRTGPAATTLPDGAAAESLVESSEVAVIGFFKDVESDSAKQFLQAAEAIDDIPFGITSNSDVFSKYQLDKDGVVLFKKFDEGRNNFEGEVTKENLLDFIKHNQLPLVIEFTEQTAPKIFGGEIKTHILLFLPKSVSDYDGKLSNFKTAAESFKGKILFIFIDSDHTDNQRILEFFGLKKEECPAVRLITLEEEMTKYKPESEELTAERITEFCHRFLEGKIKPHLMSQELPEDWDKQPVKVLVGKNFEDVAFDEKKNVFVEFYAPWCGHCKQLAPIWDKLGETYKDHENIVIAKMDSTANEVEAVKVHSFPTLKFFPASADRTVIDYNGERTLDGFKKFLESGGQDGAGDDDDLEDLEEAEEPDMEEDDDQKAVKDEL
NR2E3 ag-2: agonists of human NR2E3 nuclear receptor; Q9Y5X4; CHO-S Gal4-NCOR/VP16-NR2E3 two-hybrid, luciferase; inhibition of corepressor binding, % at 3.98 µM; hit rate 0.35% among 360,000; AID 602229;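 active = inhibition above the mean of all tested compounds plus 3 SD, cut at about 70% in these data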;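 note: 0% = DMSO with NR2E3 transfected cells and 100% = cells lacking NR2E3 construct; higher means lower luciferase signal from less NR2E3 corepressor binding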
Starred values were filed as active, the others as inactive; x = not tested or not shown.

The first 3 records (preview)
SMILES	Peg3 prom inh	NR2E3 ag-1	HIF-2a inh	HTR2A ag	TRPM1 prom inh	hiPSC survival	CaV13 ICDI inh	Shn3 3UTR inh	Cardio protect	PDI inh	NR2E3 ag-2
COc1ccc(-c2[nH]ncc2CN(C)Cc2cccnc2)c(F)c1	9.6	5.8	15.1	-0.4	-0.3	4.0	-4.6	12.0	-2.7	3.3	-1.0
O=C(Nc1ccc(C(=O)O)cc1)/C(=C\c1ccco1)NC(=O)c1ccc(Br)cc1	-1.8	x	0.9	3.7	x	0.7	-4.9	-3.7	3.0	-2.2	-22.1
CCCNc1nc(C)cc(-c2cc(-c3ccccc3)on2)n1	-51.6	2.2	-53.7	-4.6	-46.5	-1.4	-3.9	-22.5	-15.4	7.9	-4.9

Results, repeating the preview:
SMILES	Peg3 prom inh	NR2E3 ag-1	HIF-2a inh	HTR2A ag	TRPM1 prom inh	hiPSC survival	CaV13 ICDI inh	Shn3 3UTR inh	Cardio protect	PDI inh	NR2E3 ag-2
COc1ccc(-c2[nH]ncc2CN(C)Cc2cccnc2)c(F)c1	9.6	5.8	15.1	-0.4	-0.3	4.0	-4.6	12.0	-2.7	3.3	-1.0
O=C(Nc1ccc(C(=O)O)cc1)/C(=C\c1ccco1)NC(=O)c1ccc(Br)cc1	-1.8	x	0.9	3.7	x	0.7	-4.9	-3.7	3.0	-2.2	-22.1
CCCNc1nc(C)cc(-c2cc(-c3ccccc3)on2)n1	-51.6	2.2	-53.7	-4.6	-46.5	-1.4	-3.9	-22.5	-15.4	7.9	-4.9
Cc1cc(C)c(OCC(=O)OCC(=O)N2c3ccccc3CC2C)c(C)c1 (centres undefined)	-0.7	1.4	4.8	-0.4	-1.9	0.1	-9.7	-1.8	-6.0	-0.3	-18.4
CCC(C)(C)NC(=O)C(OC(=O)c1ccco1)c1ccccc1F (centres undefined)	-5.7	2.5	6.8	-1.9	-2.7	0.0	-1.5	-2.7	2.9	2.1	-10.8
CN(CC1COc2ccccc2O1)C(=O)c1cc(COc2c(F)cccc2F)on1 (centres undefined)	5.8	2.2	-22.4	-4.2	-7.9	-0.5	-5.2	3.4	-11.1	0.6	-2.1
O=c1c(Cl)c(O)c2cccc3c4ccccc4n1c23	32.7	0.4	13.1	2.8	-8.0	2.2	x	4.8	16.1	12.7	-20.4
Cc1ccccc1N1CC(C(=O)Nc2ccc(S(=O)(=O)N3CCCC3)cc2)CC1=O (centres undefined)	-13.1	-3.1	14.1	-4.8	3.5	1.5	-1.8	-9.5	-0.2	-7.4	-6.9
COc1ccc(C2=Nn3c(nnc3-c3ccco3)SC2)cc1	19.9	-0.8	7.0	-1.3	-8.5	6.8	-3.3	18.9	18.1	-2.9	-14.6
CCc1ccc(/C=C2\CN(CC)Cc3c2nc2ccccc2c3C(=O)O)cc1	5.0	1.6	-9.4	-4.8	6.3	10.0	-3.5	3.5	2.9	7.2	-31.8
Cc1ccc(N(CC(=O)Nc2cc(C)cc(C)c2)S(=O)(=O)c2cccc3nonc23)cc1	6.2	-1.8	3.5	-3.2	1.9	-0.2	-5.2	-6.4	-3.2	-3.6	-12.0
COc1cc(CNC(=O)C2CCC(=O)N(C3CCCCCC3)C2)cc(OC)c1 (centres undefined)	-9.4	-2.7	-30.7	3.0	-6.6	0.0	x	10.7	-2.4	4.1	-5.1
CCn1c(=O)c(C(=O)CN(C)Cc2ccc(F)cc2)c(N)n(Cc2ccccc2)c1=O	1.9	-3.0	-2.4	1.1	-4.7	0.1	2.3	9.9	-8.3	-0.6	-1.8
COc1ccccc1N(C)S(=O)(=O)c1ccc(Cl)c(C(=O)Nc2ccncc2)c1	29.6	4.1	13.6	-1.1	4.9	0.9	-5.8	46.3	-8.6	-0.4	24.9
CCOC(=O)C1=C(C)N=c2s/c(=C\c3ccc(OCC(=O)O)cc3)c(=O)n2C1c1ccc(OC(C)C)cc1 (centres undefined)	15.2	-3.2	23.0	2.9	-3.2	0.2	-18.6	0.9	-2.2	3.2	-6.0
CCN(CC)CCn1c2ccccc2c2cnc(N=CN(C)C)c(C#N)c21	11.7	-5.9	13.1	-5.5	4.1	-2.8	x	-6.8	24.6	1.9	-12.3
CC(C)(OC(=O)c1ccc(C#N)cc1)c1cc2ccccc2c(=O)o1	-10.9	-4.5	6.1	-2.9	6.3	-1.9	-7.2	6.3	-0.8	-3.2	-30.2
O=C(c1ccco1)N1CCN(c2cc(=O)n(-c3ccc(Cl)cc3)c(=O)[nH]2)CC1	0.4	0.0	3.3	11.0	5.2	-1.2	-6.2	0.9	-21.4	-2.0	-28.9
CC(NC(=O)CN(C)Cc1cccc(Cl)c1)c1ccccc1 (centres undefined)	-0.8	2.1	4.0	4.0	-4.7	-0.1	-2.9	7.7	-0.4	7.0	-20.0
Cc1nnc(SCC(=O)NC2CCCCCC2)n1C(C)C	4.0	-0.8	0.8	-8.4	8.0	-0.4	-2.6	3.7	0.6	2.2	-23.9
COc1ccc(NC(=O)CCCn2c(=O)c3sccc3n(Cc3ccccc3)c2=O)cc1	2.5	-0.4	16.9	0.9	5.1	-1.4	-2.8	13.3	-4.1	16.8	-5.4
COCCCNC(=O)c1c(N)n(-c2ccccc2)c2nc3ccccc3nc12	26.5	1.7	12.9	-7.8	x	-0.2	3.7	17.7	9.0	-3.5	14.6
CCCc1nc2ccccc2c(=O)n1N	12.1	-2.9	20.4	1.0	9.4	1.7	x	8.3	0.6	-12.7	-17.2
CCCCOC(=O)Nc1ccc(S(=O)(=O)Nc2ncccn2)cc1	7.3	3.6	11.4	2.8	4.4	-0.7	-6.0	-12.6	-1.7	16.0	-5.8
Cc1cc(NC(=O)C2C3C(=O)N(Cc4ccc(Cl)cc4)C(C(=O)NC4CCCCC4)C34C=CC2(C)O4)no1 (centres undefined)	10.7	0.8	17.3	5.4	2.9	0.8	x	8.7	5.6	-16.0	13.9

(list continues)
SMILES	Peg3 prom inh	NR2E3 ag-1	HIF-2a inh	HTR2A ag	TRPM1 prom inh	hiPSC survival	CaV13 ICDI inh	Shn3 3UTR inh	Cardio protect	PDI inh	NR2E3 ag-2
O=C(/C=C/c1ccccc1Cl)Nc1ccccc1	-172.8	1.8	-180.8	-1.7	-26.4	-0.5	-13.3	x	-13.7	9.4	-52.6
CSc1ccc(/C=N/NC(=O)CN2CCN(Cc3ccccc3Cl)CC2)cc1	1.1	-3.9	8.6	-1.6	-10.9	-1.5	-5.6	-2.5	-3.8	7.3	-9.1
Cc1ccc(C(=O)Nc2ccc3c(c2)OCO3)o1	-166.2	2.1	-134.8	0.9	-11.0	-2.1	x	-28.6	-8.1	-2.7	-67.5
N#Cc1cc(NCC2CCCO2)c([N+](=O)[O-])cc1C#N (centres undefined)	10.6	1.2	19.4	-1.6	11.9	-1.5	-17.3	12.2	-0.3	-3.7	-20.3
Cc1ccccc1CN1C[C@@H]2C[C@@H](c3cn[nH]c3-c3ccccc3)N3CCC[C@@]23C1=O	22.2	-2.2	23.9	3.5	0.7	0.1	-5.2	22.1	-1.1	1.5	-21.4
Cc1ccc(C)c(S(=O)(=O)NCc2ccc(C(=O)N3CCN(c4ccccc4)CC3)cc2)c1	23.9	-2.3	3.6	4.2	-0.6	-0.5	-5.4	7.0	0.6	-3.3	6.4
CCSC1=NCCN1S(=O)(=O)c1ccc(Cl)cc1	15.1	2.6	17.6	0.7	0.7	-0.4	-3.1	0.3	-0.9	21.8	-6.4
O=C(NC(c1cccnc1)C(F)(F)F)c1cc(COc2ccc3c(c2)CCCC3)on1 (centres undefined)	31.6	-0.4	-213.8	1.9	-6.3	-0.3	-5.7	54.2	-14.5	-3.5	96.3*
Cc1ccc(C(CNC(=O)c2ccco2)N2CCN(C)CC2)cc1 (centres undefined)	-10.6	0.4	-46.6	-5.4	-4.3	-0.4	x	7.7	-2.0	-1.4	-18.5
CC(C)N1C(=O)NC2(c3ccccc3)N(C)C(=O)N(C)C12c1ccccc1 (centres undefined)	-2.0	0.9	18.9	5.2	-7.1	-1.3	-17.6	-6.4	0.2	-11.1	2.3
CN(C)c1ccc(C2CC(c3cccc(NS(C)(=O)=O)c3)=NN2C(=O)c2ccccc2)cc1 (centres undefined)	12.8	-1.1	10.0	-8.0	4.9	-0.6	-10.7	8.1	9.5	-2.6	2.7
CCN1CCN(C(=O)c2ccc(CNS(=O)(=O)c3cccc(OC)c3)cc2)CC1	12.6	x	3.1	-0.9	3.1	0.9	x	-4.2	-2.3	-1.5	-23.1
COc1cc(OC)nc(Oc2ccc(NC(C)=O)cc2)n1	16.3	-4.7	25.3	11.1	-19.1	0.7	-3.5	0.0	2.4	-10.3	4.2
Cc1cccc2cc(C#N)c(NCCNC(=S)NCCCN3CCOCC3)nc12	-23.2	-1.8	-1.5	-4.2	-8.4	-1.0	-4.0	-22.8	2.4	4.5	-12.1
CN(C)CCNC(=S)Nc1ccc(Cl)cc1	6.3	-0.2	12.7	-2.6	0.4	-1.6	-3.4	-0.8	8.4	10.7	1.8
O/N=C(\c1ccccn1)C1CC1c1ccccc1 (centres undefined)	-14.1	-1.8	-13.7	-1.9	1.3	3.9	11.1	-2.9	8.7	3.6	-2.3
COCC(=O)N(Cc1cc2cc(C)ccc2[nH]c1=O)c1cccc(C)c1C	9.7	4.3	-8.3	-3.0	6.0	-0.1	-4.2	-6.2	7.6	-0.7	-9.0
CCCCC(=O)NNC(=S)NC(=O)c1cccc([N+](=O)[O-])c1	-1.9	5.2	-1.4	-3.5	-2.2	-3.2	-3.7	4.8	2.8	1.8	-10.0
CC(C)(C)c1cn(-c2ccc(Cl)cc2)c(=S)[nH]1	-25.6	-0.6	-20.3	0.0	12.8	-0.5	-4.3	-0.1	2.2	-1.0	-10.1
Cn1[nH]c(C(F)(F)F)c(C=Nc2ccc(Cl)cc2)c1=O	10.2	3.0	-1.2	1.1	3.5	-1.0	-1.8	-19.5	3.3	17.1	-0.9
O=C(Nc1cccc(Cl)c1)c1ccc2sc([C@@H]3O[C@H](CO)[C@H](O)[C@H](O)[C@H]3O)nc2c1	-55.3	x	-88.1	-5.5	x	-0.9	-10.4	-14.0	7.3	3.8	-22.5
CN1CCN(c2ccncc2S(=O)(=O)N2CCCC2)CC1	5.3	x	6.0	0.1	x	0.8	-6.2	8.0	-0.7	-3.5	-18.2
COc1ccc(OC)c(NC(=O)CN2C(=O)COc3ccc(C)cc32)c1	19.5	0.7	12.5	-1.1	3.0	1.0	-5.8	9.2	3.3	0.8	-14.2
COc1ccc(C)cc1NC(=O)C(OC(=O)c1cccc(S(=O)(=O)N(C)c2ccccc2)c1)c1ccccc1 (centres undefined)	16.7	-0.5	6.2	-3.4	-6.9	-0.2	-14.5	5.4	-2.4	7.6	-9.2
Fc1ccc(CSc2nc3ncccc3[nH]2)cc1	-177.4	2.4	-165.8	6.1	-73.1	1.2	x	-44.7	-16.1	12.0	-51.8
O=C(c1ccc(Cl)cc1)N1CCCC(C(=O)N2CCCCC2)C1 (centres undefined)	3.7	1.1	2.5	3.2	-1.5	-0.4	-2.4	-4.1	2.4	5.6	7.3

Screening data: PubChem BioAssay, several laboratories
